Source: PubChem (The Scripps Research Institute Molecular Screening Center)
TbREL1 inh – TbREL1 inhibition, primary screen; hit rate 0.49% among 89,000; TbREL1 RNA ligation, FRET fluorescence; P86926; inhibition, % at 9.66 µM; AID 1117264;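 active means inhibition above the mean inhibition across all screened compounds plus 3 SD, cut at about 11% in these data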;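 further: 0% = plate median of test wells and 100% = NSC42067 control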
Target sequence (P86926 whole entry, looked up): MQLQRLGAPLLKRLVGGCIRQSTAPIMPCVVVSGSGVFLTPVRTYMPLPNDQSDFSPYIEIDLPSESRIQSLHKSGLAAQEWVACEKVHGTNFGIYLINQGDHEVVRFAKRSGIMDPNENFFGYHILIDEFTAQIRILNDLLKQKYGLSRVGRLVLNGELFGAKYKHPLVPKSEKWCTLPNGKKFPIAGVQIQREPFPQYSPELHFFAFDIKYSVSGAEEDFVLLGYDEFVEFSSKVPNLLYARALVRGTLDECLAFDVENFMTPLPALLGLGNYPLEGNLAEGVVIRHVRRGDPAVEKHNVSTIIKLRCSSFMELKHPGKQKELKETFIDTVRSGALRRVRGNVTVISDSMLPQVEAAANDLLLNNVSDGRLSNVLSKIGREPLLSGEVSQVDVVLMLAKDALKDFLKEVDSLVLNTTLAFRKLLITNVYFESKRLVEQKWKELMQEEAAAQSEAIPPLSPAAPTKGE
* marks the source's active call; other numbers are inactive results. Not all compounds are listed; the hit share may differ from the screen's.

SMILES | TbREL1 inh
COc1ccc2cc(-c3cn(C(=O)N(c4ccccc4)c4ccccc4)nn3)ccc2c1 | 1
Cc1nnc(-c2cnn(C)c2N)n1Cc1ccccc1 | 1
O=C(COC(=O)COc1ccc(Cl)cc1Cl)NC1CCCC1 | -1
Cn1c(SCC(=O)Nc2nncs2)nnc1C1CC1 | 3
CCCCn1nnnc1C(c1cc2ccccc2o1)N1CCN(c2ncccc2C#N)CC1 (configuration not stated) | 2
CCCn1nc2cc(C(=O)NCc3ccccc3OC)ccc2c1OCC | 0
O=C(COc1ncnc2ccccc12)N1CCN(c2ccccc2)CC1 | -3
O=C(CSC1=NC(=O)C(c2ccccc2)C(=O)N1)Nc1cccc(Cl)c1 (configuration not stated) | -3
CCOc1ccc(C(=O)OC2CCCN(C)C2)cc1 (configuration not stated) | 5
CCC1CCc2c(sc3ncnc(N4CCOCC4)c23)C1 (configuration not stated) | 2
Cc1cc(C(=O)Nc2cccnc2Cl)on1 | 0
COC(=O)c1ccc(NC(=O)CSc2nnc(C)n2CC2CCCO2)cc1 (configuration not stated) | 5
COc1ccc(CNC2CCC23CCCCC3)cc1OC (configuration not stated) | -3
O=C(Cn1cc2c(n1)CCCC2)Nc1cc(-c2cccc(Cl)c2)no1 | 1
Cc1ccc(C(OC(=O)c2ccco2)C(=O)NCc2cccs2)cc1 (configuration not stated) | 1
COc1ccc(-n2cnnc2SCC(=O)NCc2cccs2)cc1 | -1
O=C(CC(c1ccc(F)cc1)c1ccco1)N1CCOCC1 (configuration not stated) | 2
COc1cc(NS(=O)(=O)c2cc3[nH]c(=O)c(=O)[nH]c3cc2C)cc(OC)c1OC | -4
CCOC(=O)c1cccc(NC(=O)CSc2nc3ccccc3c(=O)n2CCOC)c1 | 6
C=CCSc1nnc2c(n1)OC=Nc1ccc(Br)cc1-2 | 2
N#Cc1nc(COc2cccc(Cl)c2)oc1NCc1ccco1 | -2
CCN1CCN(S(=O)(=O)c2ccc3[nH]c(=O)oc3c2)CC1 | 2
O=C(NCCc1c[nH]c2ccccc12)c1ccc2c(c1)ncn2C1CCCCC1 | -3
CCOc1ccc(S(=O)(=O)N2CCN(c3ccccc3OC)CC2)c2cccnc12 | 2
CC(CNC(=O)CN1C(=O)NC2(CCOc3ccccc32)C1=O)c1ccccc1 (configuration not stated) | 0
Cc1ccc(S(=O)(=O)N2CCN(C(=O)NCc3ccc(F)cc3)CC2)c(C)c1 | -3
O=C(O)c1cc(NS(=O)(=O)c2cccs2)cc(NS(=O)(=O)c2cccs2)c1 | 0
CC(C)CCN(C)C1CCN(C(=O)NCc2ccccc2)CC1 | -1
O=C(c1cccc(Cl)c1)N1CCN(c2ccnc3cc(Cl)ccc23)CC1 | -3
CCC(c1nnnn1C1CCCC1)N1CCN(Cc2ccccc2)CC1 (configuration not stated) | 8

Additional records follow:
SMILES | TbREL1 inh
CCOc1ccccc1NC(=O)NC1(C(=O)N2CCN3CCCC3C2)CCCCC1 (configuration not stated) | 1
COc1ccc2c(C)nc(Nc3nc(C)c(C)c(=O)[nH]3)nc2c1 | 1
Cc1ccc([C@@H]2CC(=O)[C@@H]3CN(S(=O)(=O)c4ccc(C)cc4)[C@H](c4ccccc4F)C[C@@H]3N2S(=O)(=O)c2ccc(C)cc2)cc1 | 1
CC(C)Cc1nnc(NC(=O)CCC(=O)Nc2ccc(Cl)cc2)s1 | 0
CC1=Nc2cc(C(=O)NCCCOC(C)C)ccc2Sc2ccc(C)cc21 | -2
CCc1ccc(NC(=O)CSc2n[nH]c(=O)n2C2CC2)cc1 | 6
Cc1onc(-c2ccc(Cl)cc2)c1-c1ccnn1S(=O)(=O)c1cccc(C(F)(F)F)c1 | 1
O=C(Cn1nnc(-c2ccc(OCc3ccccc3F)cc2)n1)N1CCOCC1 | -3
CN(Cc1ccco1)C(=O)C1CCN(c2nnc(-n3cccc3)s2)CC1 | -2
COc1ccccc1C(=O)NCCC(=O)N1CCN(S(=O)(=O)c2ccc(Cl)cc2)CC1 | -1
COC(CNC(=O)[C@H](Cc1c[nH]c2ccccc12)NC1(C(=O)NCc2ccccc2)CCCCC1)OC | -6
O=C(CSc1nncs1)NC(=O)NCc1ccco1 | 2
CCOc1ccc(C2=CSC3=NCCN23)cc1 | -8
CCOC(=O)C1=C(COC(=O)[C@H](C)NS(=O)(=O)c2ccc(NC(C)=O)cc2)NC(=O)NC1C (some centres not stated) | -1
CN(Cc1ccc(Cl)c(Cl)c1)C(=O)c1ccccc1SCC(=O)N1CCCC1 | -2
CCOc1ccc(-n2c([S-])c(C(=O)Nc3ccc(S(=O)(=O)N4CCOCC4)cc3)[n+]3cc(C(N)=O)ccc23)cc1 | -7
CC(C)CCN1C(=O)c2ccc(C(=O)Nc3cccc(S(N)(=O)=O)c3)cc2C1=O | -1
O=C(CC(C(=O)N1CCc2ccccc21)n1ccnc1)NCC1CCCO1 (configuration not stated) | 6
COc1cccc(NC(=O)CCSc2nnc3scc(-c4ccccc4)n23)c1 | -1
COc1ccc(C(C)=O)cc1COC(=O)CNC(=O)c1ccc(F)cc1 | -1
O=C(C(Cc1ccccc1)NS(=O)(=O)c1cccc2cccnc12)N1CCc2ccccc21 (configuration not stated) | -1
O=C(Nc1ccc2c(c1)OCO2)Oc1ccccc1 | 3
CC(=O)Nc1ccc(S(=O)(=O)NCc2nc(-c3ccccc3)no2)cc1 | 0
CCCCN1CCN(C(=O)C2CCN(S(=O)(=O)c3ccc4[nH]c(=O)oc4c3)CC2)CC1 | 6
CCC(C(=O)O/N=C(\N)c1ccc(C)cc1)c1ccccc1 (configuration not stated) | 0
CC(=O)Nc1ccc(C(=O)COC(=O)CCS(=O)(=O)c2ccccc2)cc1 | 4
O=C(CN1C(=O)NC(c2ccccc2)(c2ccccc2)C1=O)N1CCN(c2ccccc2F)CC1 | -2
Cc1ccc(C)c(NC(=O)COC(=O)c2cc3ccccc3oc2=O)c1 | 1
O=C(C[n+]1ccccc1)N1CCCc2ccccc21 | 0
CCOc1ccc(S(=O)(=O)N2CCCC(C(=O)Nc3ccccc3)C2)cc1 (configuration not stated) | 5

More records follow:
SMILES | TbREL1 inh
CCCCOc1ccc(-c2nc(SCC(N)=O)n[nH]2)cc1 | 7
O=C(NCCCN1CCN(c2ccc(F)cc2)CC1)NCc1ccccc1 | 3
COc1cccc(C(=O)OCC(=O)N2CCc3ccccc32)c1OC | -2
Cc1nnc(SCC(=O)Nc2ccccc2N2CCOCC2)s1 | -2
CC(C)(C)N=C1NN=C(c2cc3ccccc3o2)CS1 | -2
CCn1cc(C(=O)N2CCN(c3ccccc3F)CC2)c(=O)c2ccc(C)nc21 | -3
Cc1ccc(C2OC(=O)C=C2c2ccccc2)cc1 (configuration not stated) | 1
Cc1ccc(-n2c(Cc3ccccc3)n[nH]c2=S)cc1 | -5
Cc1ccc(-c2nn3c(C)nnc3s2)cc1NC(=O)c1ccco1 | 1
O=C(CSc1ncccn1)NNC(=O)c1ccccc1 | -5
Cc1oc2c(O)c(O)ccc2c(=O)c1-c1ccccc1 | 3
CCOc1ccc(C(Nc2ccc(C)cc2)P2(=O)OCCCO2)cc1 (configuration not stated) | -5
O=C(N1CCCC1)C(F)(F)Oc1ccc(F)cc1 | 4
CCN(CC)c1ccc(C(=O)OCC(=O)NCC2CCCO2)cc1 (configuration not stated) | -4
CCN(C(=O)CSc1nnc(-c2ccccc2Cl)n1N)c1c(N)n(Cc2ccccc2)c(=O)[nH]c1=O | 5
CCCc1nc2c(s1)CCc1onc(-c3cccc([N+](=O)[O-])c3)c1-2 | 0
c1cc(CNc2ccc3c(c2)OCCO3)ccn1 | -6
COCCCNC1CS(=O)(=O)CC1O (configuration not stated) | -1
Cc1ccc(OCC(=O)Nc2ccc(N3CCN(C(=O)c4ccco4)CC3)cc2)c(C)c1 | -1
Cc1ccc(C(=O)NCC(=O)OCC(=O)Nc2ccc(Cl)cn2)cc1 | -1
CC1C[N+](=C2C=C(N3CCOCC3)CC(C)(C)C2)CC(C)O1 (configuration not stated) | -1
CCCOc1ccc(C(=O)NCCC(=O)NCCCC(=O)O)cc1 | 4
COc1cccc(-c2nc(CS(=O)(=O)CC(=O)NCCCN3CCc4ccccc4C3)c(C)o2)c1 | -1
COc1ccc(/C=C/C(=O)c2ccc[nH]2)c(OC)c1OC | 5
C=CCn1c(C)cc(C(=O)COC(=O)C2CC(=O)N(Cc3ccccc3)C2)c1C (configuration not stated) | -5
CC(C)c1ccc(NC(=S)N2CCN(S(=O)(=O)c3ccccc3)CC2)cc1 | -6
O=C(COC(=O)c1ccc(Cl)nc1)c1ccc2c(c1)OCCO2 | 1
COc1cc(C2CC(=O)Oc3c(C(CCN4CCN(c5ccccc5)CC4)c4ccc(N(C)C)cc4)c(OC)cc(OC)c32)cc(OC)c1OC (configuration not stated) | 2
Cc1ccc(/C=C/C(=O)Nc2cc(S(=O)(=O)N3CCCCCC3)ccc2OCC(F)(F)F)o1 | -3
CN(CC(=O)Nc1ccccc1F)S(=O)(=O)c1ccc2c(c1)n(C)c(=O)c(=O)n2C | -1

Later entries:
structure,TbREL1 inh
CC1=CC(C)(C)N2C(=O)C3(SCC(=O)N3c3ccc(F)cc3)c3cc(C)cc1c32 (configuration not stated),-2
Cc1cc2c(cc1C)C(c1ccsc1)CC(=O)N2 (configuration not stated),8
COc1cccc(CN(C)C(=O)[C@H]2O[C@@H](n3cnc4c(=O)[nH]c(N)nc43)[C@H](O)[C@@H]2O)c1,14*
O=C(CNC(=O)c1nc[nH]c1C(=O)N1CCc2ccccc2C1)OCc1ccccc1,-3
COc1ccc(OCCCC(=O)Nc2cccc([N+](=O)[O-])c2)cc1,1
Cc1nc(N)sc1C(=O)NN,7
Cn1c(CCNC(=O)c2ccco2)nc2ccccc21,0
O=C(NC1CCSc2ccccc21)c1cccc(S(=O)(=O)N2CCOCC2)c1 (configuration not stated),-4
COc1ccc(NC(=O)C(NC(C)=O)C(=O)NCc2ccccc2OC)cc1 (configuration not stated),0
CC(=O)Oc1ccc(C(=O)Nc2ccccc2C(=O)NCC(C)C)cc1,1

Following part
structure,TbREL1 inh
COCCN(C(=O)COC(=O)CSc1ccc2ccccc2c1)c1c(N)n(Cc2ccccc2)c(=O)[nH]c1=O,-3
COc1ccccc1NS(=O)(=O)c1cc(N)ccc1N1CCCCC1,-4
COc1ccc(C(=O)/C=C/c2ccc(OC)c(CN3CCOCC3)c2)cc1,-4
CC(C)CNC(=O)OCc1cn(Cc2ccc(F)c(F)c2)nn1,-3
CC(=O)OC1COC(n2c(O)c(N=NC(N)=S)c3ccccc32)C(OC(C)=O)C1OC(C)=O (configuration not stated),-2
NC(=O)Cc1nc2scc(-c3ccccc3)c2c(=O)[nH]1,0
Cc1ccc(S(=O)(=O)N2CCN(C(=O)CN3CCOCC3)C2C(C)C)cc1 (configuration not stated),-1
Cc1cc(OCC(=O)Nc2ccccc2N2CCOCC2)c(C(C)C)cc1Cl,-1
CC1(C(=O)NS(=O)(=O)c2ccccc2C(F)(F)F)CCN1C(=O)CCc1cccs1 (configuration not stated),0
COCCCN1C(=O)C(CC(=O)NCC2CCCCC2)CC(C(=O)N(C(C)C)C(C)C)=C1C (configuration not stated),-1

For convenience, 15 of the compounds above:
structure,TbREL1 inh
Cc1nc(N)sc1C(=O)NN,7
Cn1c(CCNC(=O)c2ccco2)nc2ccccc21,0
O=C(NC1CCSc2ccccc21)c1cccc(S(=O)(=O)N2CCOCC2)c1 (configuration not stated),-4
COc1ccc(NC(=O)C(NC(C)=O)C(=O)NCc2ccccc2OC)cc1 (configuration not stated),0
CC(=O)Oc1ccc(C(=O)Nc2ccccc2C(=O)NCC(C)C)cc1,1
COCCN(C(=O)COC(=O)CSc1ccc2ccccc2c1)c1c(N)n(Cc2ccccc2)c(=O)[nH]c1=O,-3
COc1ccccc1NS(=O)(=O)c1cc(N)ccc1N1CCCCC1,-4
COc1ccc(C(=O)/C=C/c2ccc(OC)c(CN3CCOCC3)c2)cc1,-4
CC(C)CNC(=O)OCc1cn(Cc2ccc(F)c(F)c2)nn1,-3
CC(=O)OC1COC(n2c(O)c(N=NC(N)=S)c3ccccc32)C(OC(C)=O)C1OC(C)=O (configuration not stated),-2
NC(=O)Cc1nc2scc(-c3ccccc3)c2c(=O)[nH]1,0
Cc1ccc(S(=O)(=O)N2CCN(C(=O)CN3CCOCC3)C2C(C)C)cc1 (configuration not stated),-1
Cc1cc(OCC(=O)Nc2ccccc2N2CCOCC2)c(C(C)C)cc1Cl,-1
CC1(C(=O)NS(=O)(=O)c2ccccc2C(F)(F)F)CCN1C(=O)CCc1cccs1 (configuration not stated),0
COCCCN1C(=O)C(CC(=O)NCC2CCCCC2)CC(C(=O)N(C(C)C)C(C)C)=C1C (configuration not stated),-1

(more compounds)
structure,TbREL1 inh
COC(=O)c1ccc(C)c(NC(=O)CCSc2ccc(C)cc2)c1,0
COC(=O)c1[nH]c2ccc(F)cc2c1NS(=O)(=O)c1ccc(OC)cc1OC,-3
O=C1OC(c2ccc(Cl)cc2)=N/C1=C\C=C\c1ccco1,8
COc1ccc(NC(=O)COC(=O)Cc2ccsc2)c(OC)c1,-3
O=C1N(Cc2cccc(Cl)c2)C[C@@H]2C[C@@H](c3ccco3)N3CCC[C@@]123,2
Cc1cccc(S(=O)(=O)Nc2ccc3c(c2)OCCO3)c1,-1
CCOc1ccc(NS(=O)(=O)c2ccc3c(c2)CCN3C(=O)CCC(=O)O)cc1,2
CN(CCNC(=O)c1c[nH]c2c1ccc1ccccc12)CCNC(=O)c1c[nH]c2c1ccc1ccccc12,5
O=C(NCCNC(=O)c1cc(Cl)ccc1Cl)c1cnccn1,1
COc1ccc(CCNC(=O)c2ccc(CNS(=O)(=O)c3cc(C)ccc3C)cc2)cc1OC,-3

The list continues:
structure,TbREL1 inh
CN(C)S(=O)(=O)c1cccc(NC(=O)c2cccc(NS(=O)(=O)c3ccccc3)c2)c1,3
S=C(Nc1cccnc1)NC1CC2CCC1C2 (configuration not stated),-2
O=C(Nc1ccccc1Cc1ccccc1)C1CC(=O)N(c2ccc3c(c2)OCCO3)C1 (configuration not stated),1
CCN1C[C@@H]2[C@@H]3C(=O)N(C)C(=O)[C@@H]3[C@](Cc3ccccc3)(C1=O)N2C(=O)c1ccc(F)cc1,-2
Cc1ccc(OCc2nnc(SCC(=O)c3ccccc3)n2-c2ccccc2)cc1,-1
Cc1cc(C)c(C(N)=O)c(Nc2ccc3c(c2)OCCO3)n1,-4
CCOC(=O)c1cc2c(s1)-c1ccccc1CC2,3
CCOC(=O)Cn1nc(/C=C/c2ccc(OC)cc2)ccc1=O,2
